# Runt-SMMHC FRET = inhibitors of RUNX1 Runt–CBFb-SMMHC binding, primary screen, biochemical, FRET, Cerulean-Runt, Venus-CBFb-SMMHC, uHTS | 0.74% of 220,000 active | inhibition, % at 20 µM | Runt-related transcription factor 1 (Homo sapiens) + Core-binding factor subunit beta … | Cerulean-Runt/Venus-CBFb-SMMHC FRET ratio 530/480, 1 h;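 active = mean inhibition across duplicate retests at 20 µM reaching about 50%, limit read from the data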;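 note: 0% = DMSO wells and 100% = wells with excess untagged CBFb-SMMHC; inhibitors lower the FRET ratio by blocking Runt binding to CBFb-SMMHC; some results filed as inactive read as strong as hits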
# PERK inhibitor = block of dimerizer-induced PERK translation repression, primary screen, PERK inhibitor project, CHO PERK-DD cells, SEAP luminescence, HTS. AID 1416, 2008. Eukaryotic translation initiation factor 2-alpha kinase 3 (Homo sapiens), Q9NZJ5. inhibition, % at 5.6 µM. CHO PERK-DD fusion, SEAP luminescence translation reporter. 0.17% of 220,000 active;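 active = inhibition above the mean inhibition of all tested compounds plus 3 SD, set separately per screening campaign, cut at about 2.9% in these data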;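 note: PERK kinase domain activated by AP20187 dimerizer at 100 nM; 0% = DMSO with dimerizer and 100% = rapamycin at 8.4 µM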
# zVAD death inh = inhibitors of zVAD-triggered necroptosis, primary screen, L929 cells; L929 zVAD necroptosis rescue, ATP luminescence, 24 h; with zVAD 60 µM; viability rescue, % at 10 µM; 0.38% of 220,000 active;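 active = activation, scaled between plate controls, above about 75%, limit read from the data; inactive = activation under that limit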;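 note: 0% = zVAD with DMSO and 100% = DMSO alone without zVAD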
# RBBP9 inh = human RBBP9 inhibitors, primary screen, biochemical, fluorescence polarization, FP-Rh probe, HTS | Serine hydrolase RBBP9 (Homo sapiens), O75884 | recombinant RBBP9 | inhibition, % at 7.94 µM | 0.2% of 220,000 active;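 active = inhibition above the campaign mean of all tested compounds plus 3 SD, cut at about 14% in these data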;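 note: plate controls were DMSO wells with RBBP9 for no effect and wells lacking RBBP9 protein for full effect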
# Target sequence (O75884 whole entry, looked up): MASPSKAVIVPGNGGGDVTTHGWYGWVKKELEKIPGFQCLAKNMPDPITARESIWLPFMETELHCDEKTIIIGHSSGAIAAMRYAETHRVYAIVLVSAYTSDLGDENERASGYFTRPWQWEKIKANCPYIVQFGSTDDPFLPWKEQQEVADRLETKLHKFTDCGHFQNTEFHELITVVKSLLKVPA
#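 Test system – recombinant human RBBP9 · Input – RBBP9 2.5 µM in dispensing solution, pre-mixing · Medium – Tris buffer pH 8.0, NaCl, Pluronic · Schedule – preincubation 30 min plus labeling 45 min at 25 °C · Measured by – fluorescence polarization · Measure – % inhibition · Controls – DMSO and no-protein wells · Replicates – one well per compound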
# EP2 mod = EP2 receptor modulators, cAMP readout, primary screen, cell-based, HTRF cAMP, PGE2 stimulation; Prostaglandin E2 receptor EP2 subtype (Homo sapiens), P43116; EP2-expressing cells, cAMP HTRF FRET, PGE2 co-stimulation; induction, % at 25 µM; 0.83% of 260,000 active; AID 940, 2007;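 active = compounds whose cAMP rise, as percent of the full-agonist control response, exceeds 60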;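 note: rat C6 glioma line stably carrying human EP2 under a CMV promoter; the protocol text gives 20 µM as final concentration; 100% = response of wells given 1 µM PGE2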
# Target sequence (P43116 whole entry, looked up): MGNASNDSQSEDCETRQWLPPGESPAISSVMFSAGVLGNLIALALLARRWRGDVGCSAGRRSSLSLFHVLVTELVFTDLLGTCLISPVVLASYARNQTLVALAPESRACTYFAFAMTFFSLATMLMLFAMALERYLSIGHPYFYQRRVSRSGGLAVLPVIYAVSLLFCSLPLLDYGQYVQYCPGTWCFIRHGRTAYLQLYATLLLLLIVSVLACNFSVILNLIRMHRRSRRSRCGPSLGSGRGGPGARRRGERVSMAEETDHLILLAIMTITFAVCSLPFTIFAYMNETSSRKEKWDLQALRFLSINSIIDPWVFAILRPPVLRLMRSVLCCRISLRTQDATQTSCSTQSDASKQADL
# EP2 antag = human EP2 receptor antagonists, primary screen, TR-FRET cAMP, C6 glioma cells | C6 glioma cells expressing human EP2; cells stimulated with saturating PGE2 | inhibition, % at 25 µM | 0.52% of 260,000 active | AID 1422, 2008;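 active = percent inhibition above 40 after rounding to a whole number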;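 note: rat C6 glioma host cells with rolipram phosphodiesterase inhibitor present; the protocol text gives 20 µM as final concentration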
# Hck Nef HTS = inhibitors of Nef-activated human Hck kinase, primary screen, biochemical, Z-Lyte FRET, 384-well, Hck-YEEI | Tyrosine-protein kinase HCK (Homo sapiens), P08631 | Recombinant Hck-YEEI plus Nef, Z-Lyte FRET kinase assay | inhibition, % at 20 µM | 0.68% of 220,000 active | AID 463187, 2010;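 active = Hck-Nef kinase inhibition above about 50%, limit read from the data; inactive = inhibition below that limit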;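 note: 0% = DMSO with Hck plus Nef and 100% = Hck alone without Nef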
# Target sequence (P08631 whole entry, looked up): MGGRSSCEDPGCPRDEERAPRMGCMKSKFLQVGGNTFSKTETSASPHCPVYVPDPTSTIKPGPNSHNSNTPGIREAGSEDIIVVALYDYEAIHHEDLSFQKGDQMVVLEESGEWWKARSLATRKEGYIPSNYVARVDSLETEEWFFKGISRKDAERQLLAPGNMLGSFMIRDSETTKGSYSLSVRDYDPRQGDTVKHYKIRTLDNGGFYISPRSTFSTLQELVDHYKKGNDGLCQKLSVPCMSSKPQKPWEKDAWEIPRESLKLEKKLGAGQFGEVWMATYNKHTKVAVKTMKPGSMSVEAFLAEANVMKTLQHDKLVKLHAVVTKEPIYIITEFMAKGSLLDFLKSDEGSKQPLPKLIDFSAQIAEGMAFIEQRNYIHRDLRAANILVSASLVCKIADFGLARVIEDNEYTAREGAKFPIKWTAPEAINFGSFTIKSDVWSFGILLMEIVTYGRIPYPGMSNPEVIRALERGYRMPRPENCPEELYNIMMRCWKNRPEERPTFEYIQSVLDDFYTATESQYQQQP
# Runt-CBFb FRET = inhibitors of RUNX1 Runt–CBFb binding, primary screen, biochemical, FRET, Cerulean-Runt, Venus-CBFb, uHTS | Cerulean-Runt/Venus-CBFb FRET ratio 530/480, 1 h | inhibition, % at 20 µM | 0.46% of 220,000 active;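 active = inhibition over about 50% at 20 µM in the single-dose screen, limit read from the data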;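 note: 0% = DMSO wells and 100% = excess unlabeled CBFb competitor control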
#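 Schedule: protein complex preformed 1 h, compound exposure 1 h, room temperature, dark; test system: Cerulean-labeled Runt domain protein; amount: 100 nM per protein; buffer or medium: Tris 50 mM pH 7.5, KCl, K2SO4, 0.01% BSA; read-out: loss of energy transfer signal; detection: FRET fluorescence; controls: 5 µM unlabeled CBFb as full-inhibition high control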
# TNF necrop inh = inhibitors of TNF-alpha triggered necroptosis, primary screen, cell-based, Jurkat FADD-/-, single concentration. Jurkat FADD-/- TNF necroptosis rescue, ATP luminescence, 24 h; 0 = TNF only, 100 = no-TNF cells. activation (protection from cell death), % at 10 µM. 0.068% of 220,000 active. AID 463075, 2010;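 active = activation, meaning protection from cell death, of at least 50% relative to plate controls; inactive = activation below 50%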;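 note: necroptosis triggered by 40 ng/mL TNF-alpha added together with compound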
# An asterisk follows results filed as active; . = no result given; & = joins results of further samples.
SMILES,Runt-SMMHC FRET,PERK inhibitor,zVAD death inh,RBBP9 inh,EP2 mod,EP2 antag,Hck Nef HTS,Runt-CBFb FRET,TNF necrop inh
C/C(CC(=O)Nc1ccccc1F)=N\NC(=O)Cc1ccc(Cl)cc1,0.2,1.4,3.4,-8.3,26.5,1.9,17.0,-0.4,1.3
Cc1ccc(S(=O)(=O)/N=C/c2cc(Br)ccc2O)cc1,-12.1,1.8,1.5,-6.0,44.5,11.2,17.1,-3.2,2.7
O=C(Cc1ccc(-c2ccccc2)cc1)N1CCOCC1,-1.5,-0.1,-0.2,-4.5,13.1,17.8,1.8,1.7,-1.1
CN(C)c1ccc(/C=C2\C(=N)N3C(=NC2=O)Sc2cc(S(C)(=O)=O)ccc23)cc1,-279.9,1.3,0.0,-15.1,-35.0,8.8,-8.8,-434.4,2.8
CSc1nsc(SC)c1NC(=O)N1CCCC1,-4.3,1.8,-0.1,-0.5,-0.5,8.9,3.9,-1.9,-0.3
CCC(CCC(=O)Nc1cccc([N+](=O)[O-])c1)C(=O)O (stereo unspecified),-0.2,-0.7,0.1,-2.6,23.3,9.0,14.0,2.4,1.7
O=c1[nH]c2c(c(=O)[nH]1)CCC2,-1.4,1.2,2.9,-3.8,18.5,6.4,3.9,2.6,0.3
O=C(O)CCCn1cc(NC(=O)COc2ccccc2[N+](=O)[O-])cn1,-0.5,2.1,0.1,1.9,42.6,3.0,4.2,-0.8,0.1
COc1ccccc1NC(=O)C1CCCCC1,-1.5,0.7,0.3,1.6,12.0,.,12.2,1.3,-0.1
O=C(c1cc(-c2ccccn2)nc2ccc(Cl)cc12)N1CCN(CCc2ccccc2)CC1,-4.7,1.1,1.8,-4.2,-11.1,9.7,-5.2,1.7,-2.0
O=C(c1ccccn1)N(c1ccccc1)C1(C(=O)NC2CCCCC2)CCCCC1,0.6,0.3,-0.3,-4.2,-2.4,5.7,21.1,0.1,-0.5
CC(=O)c1ccc(N2C(=O)[C@@H]3[C@H](C2=O)[C@H]2c4ccccc4C=NN2[C@@H]3C(C)=O)cc1,-7.3,-0.3,0.8,-8.3,-2.9,3.7,18.9,1.6,0.9
S=c1[nH]nc(Cc2ccccc2)n1-c1ccccc1,13.2,0.4,0.2,-7.0,26.3,5.6,0.5,4.1,-0.9
Cc1ccnc(N2CCN(C(=O)CSc3nc4ccccc4nc3N3CCCCC3)CC2)c1,0.4,-0.8,3.3,-8.7,-1.9,14.3,-0.1,-1.2,5.3
CSCc1cc(N(C)C)nc(SCc2ccc(Cl)cc2Cl)n1,-3.9,-0.2,-0.1,-3.4,25.2,2.2,1.0,-8.3,-3.1
CCOC(=O)Cc1csc(NC(=O)CSc2nnc(-c3ccc(C)cc3)o2)n1,1.8,1.1,3.2,-1.6,29.0&-1.7,2.9&13.9,20.2,-0.7,0.0
COc1cc(NC(=S)NCCN2CCOCC2)cc(OC)c1OC,2.2,-0.2,0.9,-10.4,9.2,2.7,2.0,-0.5,1.2
COc1ccc(CC(=O)O/N=C(\N)c2ccc(OC)cc2)cc1,-0.8,1.7,-0.1,7.2,-34.8,8.9,13.7,0.6,3.1
CCN1CCN(C(c2cccc(OC)c2)c2sc3nc(C)nn3c2O)CC1 (stereo unspecified),-0.6,0.2,2.4,-7.8,16.8,1.9,2.4,2.2,2.0
Cc1sc2nc(SCC(=O)NCc3ccco3)[nH]c(=O)c2c1C,-3.9,1.8,2.7,-2.1,11.6,10.5,-5.1,-1.7,3.3
CC(=O)N(CCP(=O)(c1ccccc1)c1ccccc1)Cc1ccco1,1.8,-0.1,-0.5,-12.8,16.2,4.8,0.3,-0.7,-0.5
Cc1cc(C)cc(N(CC(=O)N2CCN(c3ccccc3)CC2)S(=O)(=O)c2c(C)noc2C)c1,-5.0,0.1,0.0,-7.6,24.2,12.7,2.0,-4.3,-1.5
NNC(=O)c1ccncc1,2.8,1.6,1.3,-8.6,20.9&23.3,10.9,-2.2,-0.3,1.2
CC(O)CN1CC(O)=C(c2nc3ccccc3s2)C1=N (stereo unspecified),1.5,0.4,4.5,-3.5,-14.6,6.8,26.2,-0.5,-0.8
CC12CC3(C)CC(C)(C1)CC(C(=O)NC1=NCCS1)(C2)C3,.,0.2,0.1,-2.5,.,4.8,-2.0,.,3.0
O=C1NC(=O)/C(=C\c2ccc(N3CCOCC3)o2)N1,9.4,1.9,0.3,8.6,1.5,5.3,14.6,17.2,1.1
O=C(NC1CC2CCC(C1)N2Cc1nnnn1Cc1ccco1)NC12CC3CC(CC(C3)C1)C2 (stereo unspecified),6.7,-0.9,6.1,-1.6,6.5&-25.3,8.2&20.1,-2.3,13.0,0.1
Cc1nc(N2CCCC2)c2ccsc2n1,-3.6,0.9,0.3,-0.8,21.2,15.2,-0.1,-1.3,-3.8
CC(=O)c1ccccc1NC(=O)CSc1nnc2ccccn12,-1.0,-0.3,0.5,2.9,7.6,.,1.4,0.2,1.8
O=C(Nc1ccc(Cl)cc1)Nc1cccnc1,0.0,1.3,0.8,-6.6,-13.5,-0.5,3.2,0.3,1.0
O=C(CC(Nc1ccccc1)c1ccccc1)C1CC1 (stereo unspecified),1.3,-0.1,0.3,-11.2,-6.0,10.3,12.6,-2.2,0.8
COc1cc(CC(=O)Nc2cc(S(C)(=O)=O)ccc2Cl)cc(OC)c1OC,-7.3,-0.1,0.2,-6.7,14.8,1.2,26.5,-1.6,-0.3
S=c1[nH]nc(-c2ccncc2)n1/N=C/C(Cl)=C\c1ccccc1,10.0,0.3,84.9*,-6.5,6.0,2.3,19.9,8.5,1.8
COc1cc(/C=N\NC(=O)c2ccc(C)nc2)ccc1OC(=O)c1ccc2c(c1)OCO2,-7.4,2.3,0.6,-5.8,18.2,7.7,13.5,.,0.9
Cc1cc(C)nc(SCC(=O)NNC(=O)c2cccs2)n1,-2.7,1.0,20.1,-5.5,-10.0,1.5,15.0,1.7,1.0
CCCn1c(SCC(=O)Nc2cccc(S(=O)(=O)NC3=NCCCCC3)c2)nc2ccccc2c1=O,-0.3,1.5,0.3,-4.1,14.0,7.6,15.6,-1.8,1.9
COC(=O)c1sc(-c2ccc(Cl)cc2)cc1N,-2.0,1.3,0.2,0.0,-30.1,11.4,10.5,-0.5,-4.8
Cc1ccc(Oc2cc([N+](=O)[O-])cc3c2C(=O)Nc2ccccc2O3)cc1,0.5,0.0,1.2,-0.5,18.0,1.2,1.6,0.8,-1.2
Cc1ccc(C(=O)N/C(=C\c2cccs2)C(=O)NCCc2c[nH]c3ccccc23)cc1,-0.6,0.4,-0.1,-7.1,14.2,4.4,3.1,0.4,0.3
Cc1ccc(CNCCNCCO)s1,-0.5,0.1,1.2,-9.4,15.9,4.0,20.6,1.6,0.9
COc1cc(NC(=O)c2cc(C)nc3ccccc23)cc(OC)c1,1.0,-0.2,2.9,-0.9,-8.9,12.8,18.4,-0.4,1.1
OCCNc1nc(-c2ccccc2)nc2c1oc1ccccc12,-2.5,-1.1,0.7,-10.2,-5.3,5.7,23.1,0.2,5.8
CC(=O)c1c[nH]c2ccc(C)cc2c1=O,-3.7,-0.2,-0.2,-9.3,13.3,4.0,-1.4,0.5,-0.5
CC(=O)Nc1ccc(C(=O)NC(CC(=O)O)c2ccc(Cl)cc2)cc1 (stereo unspecified),-0.6,-0.6,0.4,-10.1,16.9,5.1,-2.3,0.4,0.5
O=C(COc1ccc(-c2nnc(N3CCCCC3)c3ccccc23)cc1)N1CCCCC1,1.1,-1.3,0.3,0.8,29.6,12.7,11.6,-5.7,0.6
COc1ccccc1Oc1cc(F)nc(N)n1,-0.5,2.2,0.4,-0.5,21.1,0.7,1.4,-2.3,-1.2
CC(C)(C)NC(=O)Cn1nnnc1-c1nonc1N,-2.4,0.6,0.2,-2.7,20.3,16.1,1.7,0.3,0.9
COC(=O)N/N=C(\C)c1ccc(-n2ccnc2)cc1,1.5,0.4,0.8,-0.9,8.2,6.5,22.9,1.0,1.3
Cc1cc(NC(=O)COC(=O)C2CCN(C(=O)c3ccc(Cl)cc3)CC2)no1,2.1,0.9,0.3,-2.6,1.8,9.8,2.9,1.3,-1.9
CCN(CC)CCCNC(=O)c1ccc2c(Cl)c3c(nc2c1)CCCC3,-2.5,-1.2,-0.9,-0.6,-32.4,5.9,21.5,0.8,-3.2
Cc1ccc(NC(=O)c2c(C(=O)Nc3ccccc3)sc3nc(C)cc(=O)n23)cc1,7.2,-0.7,-0.3,-6.2,1.3,2.1,-0.5,-2.8,0.8
COc1cccc(NC(=O)CNC(=O)c2cccs2)c1,0.9,0.5,-0.7,5.1,-5.8,9.7,5.7,-1.6,0.3
CSCCC(NS(=O)(=O)c1cccs1)C(=O)NCc1ccccc1 (stereo unspecified),1.9,0.1,.,-7.0,32.6,4.5,6.0,0.1,0.7
O=C(CN1CCN(c2ncc(C(F)(F)F)cc2Cl)CC1)Nc1ccc2c(c1)OCO2,-14.9,0.5,0.0,-9.9,-24.6,15.8,0.6,-2.8,-0.8
Cn1ncc(Br)c1C(=O)OCC(=O)Nc1nc(-c2ccccc2)cs1,-18.5,1.2,0.1,-10.5,-68.2,4.0,-1.1,-2.2,-0.4
N#C/C(=C\c1cn[nH]c1-c1ccc(Cl)cc1)C(=O)NCc1ccccc1,-1.4,-0.6,0.2,0.7,-15.8,.,2.0,0.6,2.2
Cc1ccccc1-n1nc(C(=O)c2cccs2)cc(-c2nc3ccccc3[nH]2)c1=N,-6.4,-1.5,0.2,-8.8,-57.4,15.9,0.0,-2.3,-1.4
S=c1[nH]nc(-c2cc3ccccc3o2)n1Cc1ccccc1,29.5,0.1,0.2,-4.9,36.4,16.7,3.1,6.1,-3.3

# High-throughput results deposited in PubChem BioAssay by several laboratories.

# Some of the compounds tested; rates above refer to the full screens.
